# Assay outcomes deposited in PubChem BioAssay by Broad Institute.
# DLD1 CTGF mRNA – YAP1 pathway inhibitors via CTGF transcript, primary screen, DLD1 colon cancer cells, RT-qPCR, single point (AID 743449); DLD1 CTGF mRNA qPCR, 24 h; hits give high values; inhibition, % at 12.5 µM; 9,900 tested, 0.9% active;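 active = mean normalized replicate activity at least 50 and at least half of replicates each reaching 50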;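 note: 0% = neutral control wells and 100% = dasatinib control wells; higher means stronger suppression of CTGF expression like dasatinib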
# Pax4 gene expression – Pax4 mRNA upregulation in alpha cells – RT-PCR, mouse alpha TC1 cells, single point, primary screen (AID 1053180). 9,600 tested, 0.2% active. mouse alpha TC1 cells, Pax4 mRNA qPCR, 6 days; hits give high values; 100% = Pax4 plasmid added at qPCR. activation, % at 10 µM;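 active = highest normalized replicate activity of 15 or more, or at least half the replicates reach 15 or more; inactive = neither condition met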;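 note: pax4 Ct normalized to GAPDH with activation seen as lower delta delta Ct; plate controls were plate neutral control wells for no effect and Pax4 plasmid positive control for full effect; each compound tested in two replicate wells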
# Numbers without * were called inactive; . = no result given. The list is partial, so the mix of outcomes need not match the whole.
SMILES,DLD1 CTGF mRNA,Pax4 gene expression
Cc1ccc(S(=O)(=O)NCC[C@@H]2CC[C@@H](NC(=O)c3cccnc3)[C@H](CO)O2)cc1,-9,0.0
Cc1noc(C)c1NC(=O)N(C)C[C@H]1Oc2ccc(NC(=O)CCCN(C)C)cc2C(=O)N([C@H](C)CO)C[C@H]1C,-19,0.0
CN(C)C(=O)C[C@H]1CC[C@H]2[C@H](COc3ccc(NC(=O)C4CCCCC4)cc3C(=O)N2C)O1,-20,0.0
COc1ccc(NC(=O)N(C)C[C@@H]2Oc3ccc(NC(=O)Nc4cccc5ccccc45)cc3CC(=O)N([C@@H](C)CO)C[C@H]2C)cc1,-16,0.0
CCN1CC(=O)N2[C@@H](CO)[C@@H](c3ccc(Br)cc3)[C@@H]2C1,-34,0.0
CN1C(=O)c2cc(NC(=O)Nc3ccc(Cl)cc3)ccc2OC[C@@H]2O[C@@H](CC(=O)NCCN3CCCCC3)CC[C@@H]21,-14,0.0
COc1ccc(C[C@@H]2CCc3cnnn3COC[C@H](CC(C)C)NC2=O)cc1,-18,0.1
COc1cccc(S(=O)(=O)N2CC[C@@H]3[C@@H](CO)Nc4ccc(C#Cc5cccnc5)cc4[C@@H]32)c1,28,0.0
O=C(C[C@H]1CC[C@H](NC(=O)C2CC2)[C@@H](CO)O1)Nc1ccccc1,3,0.0
O=S(=O)(c1ccccc1)N1CCCCN2[C@H](C1)[C@@H](c1ccc(C#CC3CCCC3)cc1)[C@@H]2CO,51*,0.0
C[C@@H]1CCCCO[C@@H](CN(C)S(C)(=O)=O)[C@H](C)CN([C@@H](C)CO)C(=O)c2cc(NC(=O)NC3CCCCC3)ccc2O1,22,0.0
O=C(C[C@H]1C[C@H]2c3cc(NC(=O)NC4CCCC4)ccc3O[C@H]2[C@@H](CO)O1)NCc1ccccc1F,-29,0.0
CN(C)CC(=O)N[C@@H]1C=C[C@@H](CC(=O)NCc2ccc(Cl)cc2)O[C@H]1CO,-21,0.0
Cc1ccccc1-c1ccc([C@H]2[C@@H](CO)N3CCCCN(S(=O)(=O)Cc4ccccc4)C[C@@H]23)cc1,66*,0.0
Cc1noc(C)c1NC(=O)Nc1cccc2c1O[C@@H](CN(C)Cc1ccc(C(=O)Nc3ccccc3N)cc1)[C@H](C)CN([C@H](C)CO)C2=O,-100,0.0
COc1ccc(-c2cn(CC[C@H]3CC[C@H](NC(=O)c4cnccn4)[C@@H](CO)O3)nn2)cc1,0,0.0
O=C(Nc1ccc(F)cc1)N1C[C@@H]2N[C@H](C1)C2c1ccc(/C=C/c2ccccc2)cc1 (stereo partly specified),-39,1.8
CC(C)CC#Cc1ccc([C@@H]2[C@@H](CO)N3C(=O)CN(S(=O)(=O)c4cccc(F)c4)C[C@@H]23)cc1,-13,0.0
CC=Cc1ccc2n(c1=O)C[C@@H]1[C@@H](CO)[C@H](C(=O)N[C@H](C)c3ccccc3)[C@H]2N1Cc1cncnc1 (mixture of isomers),-14,0.0
CN(C)C(=O)c1cccc(-c2ccccc2[C@H]2[C@@H](C#N)N(C(=O)C3CCCCC3)[C@@H]2CO)c1,3,0.0

# Structures shown so far with a Cl atom, in the order listed:
SMILES,DLD1 CTGF mRNA,Pax4 gene expression
CN1C(=O)c2cc(NC(=O)Nc3ccc(Cl)cc3)ccc2OC[C@@H]2O[C@@H](CC(=O)NCCN3CCCCC3)CC[C@@H]21,-14,0.0
CN(C)CC(=O)N[C@@H]1C=C[C@@H](CC(=O)NCc2ccc(Cl)cc2)O[C@H]1CO,-21,0.0

# More records follow.
SMILES,DLD1 CTGF mRNA,Pax4 gene expression
C[C@@H]1CN([C@@H](C)CO)C(=O)c2cccc(N(C)C)c2O[C@@H]1CN(C)C(=O)Nc1ccc(F)cc1,-4,0.0
O=C(O)[C@@H]1[C@@H](CO)[C@@H]2Cn3c(ccc(-c4cccc(F)c4)c3=O)[C@@H]2N1C(=O)c1ccccn1,5,0.0
CCCNC(=O)N1CC(=O)N2[C@H](CO)[C@H](c3ccc(-c4ccc(F)cc4)cc3)[C@@H]2C1,-29,0.0
O=C(C[C@@H]1C[C@@H]2c3cc(NC(=O)C4CCOCC4)ccc3O[C@@H]2[C@H](CO)O1)NCc1cccnc1,-1,0.0
O=C(C[C@H]1C=C[C@H](NC(=O)c2ccncc2)[C@@H](CO)O1)NCC1CC1,-16,0.0
COc1ccc([C@@H]2CC=CC[C@@H](C)Oc3ccccc3C(=O)N(C)[C@H](C(C)C)C(=O)N2)c(OC)c1 (mixture of isomers),11,0.3
CCCNC(=O)N1[C@H](CO)[C@H](c2ccccc2-c2ccc(OC)cc2)[C@@H]1C#N,12,0.0
Cc1noc(C)c1S(=O)(=O)N(C)C[C@@H]1OCc2cn(nn2)CCCC(=O)N([C@H](C)CO)C[C@H]1C,15,0.0
CO[C@H]1CC[C@H]2CCN(C)C(=O)[C@H](C)CN(C)C(=O)c3cc(C#N)ccc3OC[C@H]1O2,-1,0.0
C[C@@H]1CCCCO[C@H](CN(C)C(=O)CCC(F)(F)F)[C@H](C)CN([C@H](C)CO)C(=O)c2cc(NC(=O)C3CCCCC3)ccc2O1,-59,0.0
COc1ccc(S(=O)(=O)Nc2cccc3c2O[C@@H](CN(C)CC2CCCCC2)[C@@H](C)CN([C@@H](C)CO)C3=O)cc1,-11,0.0
O=C(Cc1cccnc1)N1CC(=O)N2[C@H](C1)[C@H](c1ccc(/C=C/c3ccccc3)cc1)[C@@H]2CO,5,0.0
CO[C@@H]1CN(C)C(=O)c2ccc(NC(=O)c3ccno3)cc2OC[C@@H](C)N(S(C)(=O)=O)C[C@@H]1C,-7,0.0
C[C@H](NC(=O)C[C@@H]1C[C@@H]2c3cc(NS(=O)(=O)c4ccc(F)cc4)ccc3O[C@@H]2[C@H](CO)O1)c1ccccc1,20,0.0
CCS(=O)(=O)N1CC2(CN(CC3CCOCC3)[C@H](CO)c3c2c2ccc(OC)cc2n3C)C1,-38,0.0
N#C[C@H]1[C@@H](c2ccccc2C2=CCCC2)[C@H](CO)N1S(=O)(=O)c1cccc(F)c1,-24,0.0
O=C(C[C@@H]1CC[C@H]2[C@@H](COC[C@@H](O)CN2CC2CCOCC2)O1)NCC1CCCCC1,11,0.0
CN(C)C(=O)c1ccc(-c2ccc(C3[C@H]4CNC[C@@H]3N4CC3CCCCC3)cc2)cc1 (stereo partly specified),8,0.0
C[C@H]1CN([C@@H](C)CO)C(=O)c2cccc(NC(=O)c3ccc(-c4nccs4)cc3)c2O[C@@H]1CN(C)C(=O)Nc1ccc(C(F)(F)F)cc1,73*,0.1
CN1C(=O)c2cc(NS(=O)(=O)c3cccc(F)c3)ccc2OC[C@H]2O[C@@H](CC(=O)NCCN3CCCCC3)CC[C@H]21,-23,0.0
CCC(=O)N1[C@H](CO)[C@H](c2ccc(C#CC3CCCCC3)cc2)[C@@H]1CNC(C)C,-51,0.0
CCN(C[C@H]1[C@H](c2ccccc2)[C@@H](CO)N1S(C)(=O)=O)C(=O)C1CCCC1,-9,0.0
COc1ccc(-c2ccc([C@@H]3[C@H](C#N)N(C(=O)NC(C)C)[C@H]3CO)cc2)cc1,1,0.0
Cc1noc(C)c1NC(=O)Nc1cccc2c1O[C@@H](CN(C)Cc1ccc(C(=O)Nc3ccccc3N)cc1)[C@@H](C)CN([C@H](C)CO)C2=O,-66,0.0
CCS(=O)(=O)Nc1ccc2c(c1)C(=O)N(C)[C@@H]1CC[C@H](CC(=O)N3CCN(C)CC3)O[C@@H]1CO2,15,0.0
Cc1nn(C)cc1NC(=O)C[C@@H]1CC[C@@H]2[C@@H](COc3ccc(NC(=O)c4cccc(F)c4)cc3C(=O)N2C)O1,7,0.0
O=C(Cc1ccccn1)N1CC2(C1)[C@@H](c1ccccc1)[C@H](CO)N2C(=O)c1ccncc1,-18,.
CO[C@@H]1CC[C@H]2CCOc3ccc(C#N)cc3C(=O)N(C)[C@@H](C)C(=O)N(C)C[C@@H]1O2,31,0.0
CC(C)C#Cc1ccc([C@H]2[C@@H](CO)N3C(=O)CN(C(=O)Cc4ccccc4)C[C@H]23)cc1,-10,0.0
C[C@H]1CN([C@@H](C)CO)S(=O)(=O)c2ccc(-c3cccc(C#N)c3)cc2O[C@H]1CN(C)C(=O)c1ccccc1,2,0.0
C[C@@H]1CC(=O)N[C@@H](c2ccccc2)C/C=C\C[C@H](c2ccccc2)NC1=O,-3,0.0
CO[C@@H]1CN(C)C(=O)c2cc(NC(=O)c3nc4ccccc4s3)ccc2OC[C@H](C)NC[C@@H]1C,29,0.0
O=C1CN(S(=O)(=O)Cc2ccccc2)C[C@H]2[C@@H](c3ccc(C#Cc4ccccc4)cc3)[C@@H](CO)N12,30,0.0
CCC(=O)N1CC(=O)N2[C@H](CO)[C@@H](c3ccc(C#CCC(C)C)cc3)[C@H]2C1,-3,0.0
Cc1noc(C)c1NC(=O)N[C@H]1C=C[C@H](CC(=O)Nc2ccc(-c3ccccc3)cc2)O[C@@H]1CO,18,0.0
COCC(=O)Nc1ccc2c(c1)C(=O)N(C)[C@H]1CC[C@@H](CC(=O)N3CCc4ccccc4C3)O[C@H]1CO2,-8,0.0
CN(C)Cc1cn(CC[C@@H]2CC[C@H](NC(=O)Cc3cccnc3)[C@H](CO)O2)nn1,14,0.0
CN(C)C(=O)c1cccc(-c2ccc([C@H]3[C@H]4CN(CC5CCOCC5)CCCCN4[C@H]3CO)cc2)c1,-40,0.0
CN1CCN(C(=O)C[C@@H]2CC[C@H]3[C@@H](COc4ccc(NC(=O)C5CCOCC5)cc4C(=O)N3C)O2)CC1,51*,0.0
Cc1ccc(S(=O)(=O)N2C[C@H](O)COC[C@H]3O[C@@H](CC(=O)NCc4ccc5c(c4)OCO5)CC[C@@H]32)cc1,-22,0.0
O=C(Nc1ccc2c(c1)[C@H]1C[C@H](CC(=O)N3CCOCC3)O[C@H](CO)[C@H]1O2)Nc1ccccc1F,0,0.0
C[C@@H]1CCCCO[C@@H](CN(C)S(=O)(=O)c2cn(C)cn2)[C@H](C)CN([C@H](C)CO)C(=O)c2cc(N(C)C)ccc2O1,-9,0.0
O=C(NC1CCCC1)N[C@@H]1C=C[C@H](CC(=O)N2CCOCC2)O[C@H]1CO,-36,0.0
C[C@H](NC(=O)C[C@H]1CC[C@@H]2[C@H](COc3ccc(NS(=O)(=O)c4ccc(Cl)cc4)cc3C(=O)N2C)O1)c1ccccc1,-9,0.0
Cn1cnc(S(=O)(=O)N2C[C@H](O)COC[C@H]3O[C@@H](CC(=O)NCc4cccc(F)c4)CC[C@@H]32)c1,10,0.0
CO[C@H]1CN(C)C(=O)c2cc(NC(=O)C3CCCCC3)ccc2OC[C@H](C)N(Cc2cccnc2)C[C@H]1C,-10,0.0

# In the list so far, 14 contain fluorine.
SMILES,DLD1 CTGF mRNA,Pax4 gene expression
O=C(C[C@H]1C[C@H]2c3cc(NC(=O)NC4CCCC4)ccc3O[C@H]2[C@@H](CO)O1)NCc1ccccc1F,-29,0.0
O=C(Nc1ccc(F)cc1)N1C[C@@H]2N[C@H](C1)C2c1ccc(/C=C/c2ccccc2)cc1 (stereo partly specified),-39,1.8
CC(C)CC#Cc1ccc([C@@H]2[C@@H](CO)N3C(=O)CN(S(=O)(=O)c4cccc(F)c4)C[C@@H]23)cc1,-13,0.0
C[C@@H]1CN([C@@H](C)CO)C(=O)c2cccc(N(C)C)c2O[C@@H]1CN(C)C(=O)Nc1ccc(F)cc1,-4,0.0
O=C(O)[C@@H]1[C@@H](CO)[C@@H]2Cn3c(ccc(-c4cccc(F)c4)c3=O)[C@@H]2N1C(=O)c1ccccn1,5,0.0
CCCNC(=O)N1CC(=O)N2[C@H](CO)[C@H](c3ccc(-c4ccc(F)cc4)cc3)[C@@H]2C1,-29,0.0
C[C@@H]1CCCCO[C@H](CN(C)C(=O)CCC(F)(F)F)[C@H](C)CN([C@H](C)CO)C(=O)c2cc(NC(=O)C3CCCCC3)ccc2O1,-59,0.0
C[C@H](NC(=O)C[C@@H]1C[C@@H]2c3cc(NS(=O)(=O)c4ccc(F)cc4)ccc3O[C@@H]2[C@H](CO)O1)c1ccccc1,20,0.0
N#C[C@H]1[C@@H](c2ccccc2C2=CCCC2)[C@H](CO)N1S(=O)(=O)c1cccc(F)c1,-24,0.0
C[C@H]1CN([C@@H](C)CO)C(=O)c2cccc(NC(=O)c3ccc(-c4nccs4)cc3)c2O[C@@H]1CN(C)C(=O)Nc1ccc(C(F)(F)F)cc1,73*,0.1
CN1C(=O)c2cc(NS(=O)(=O)c3cccc(F)c3)ccc2OC[C@H]2O[C@@H](CC(=O)NCCN3CCCCC3)CC[C@H]21,-23,0.0
Cc1nn(C)cc1NC(=O)C[C@@H]1CC[C@@H]2[C@@H](COc3ccc(NC(=O)c4cccc(F)c4)cc3C(=O)N2C)O1,7,0.0
O=C(Nc1ccc2c(c1)[C@H]1C[C@H](CC(=O)N3CCOCC3)O[C@H](CO)[C@H]1O2)Nc1ccccc1F,0,0.0
Cn1cnc(S(=O)(=O)N2C[C@H](O)COC[C@H]3O[C@@H](CC(=O)NCc4cccc(F)c4)CC[C@@H]32)c1,10,0.0
